Screening data: PubChem, Dana-Farber Cancer Institute and Novartis Institutes for BioMedical Research (Cambridge, Mass)
USP28 block: blocks human USP28 ubiquitin-rhodamine cleavage; Q96RU2; purified USP28, Ub-rhodamine cleavage fluorescence, 30 min; inhibition, % at 25 µM; 47,000 compounds, 3% hits
USP17 block: inhibitors of human USP17 deubiquitinase; AID 1645855; 47,000 compounds, 6.5% hits; inhibition, % at 50 µM; A8MUK1; purified USP17, Ub-rhodamine cleavage fluorescence, 3 h
USP7 inh: inhibitors of human USP7 deubiquitinase; Q93009; inhibition, % at 20 µM; purified USP7, Ub-rhodamine cleavage fluorescence; 47,000 compounds, 0.3% hits; AID 1645854
USP8 inh: human USP8 deubiquitinase inhibition. purified USP8, Ub-rhodamine cleavage fluorescence, 30 min. inhibition, % at 20 µM. 47,000 compounds, 4.2% hits
USP10 inh: blocks human USP10 ubiquitin-rhodamine cleavage. Q14694. purified USP10, Ub-rhodamine fluorescence, 60 min. inhibition, % at 20 µM. 47,000 compounds, 1.1% hits. AID 1645856
USP30 inh: blocks human USP30 ubiquitin-rhodamine cleavage. inhibition, % at 25 µM. AID 1645860. 47,000 compounds, 5.3% hits. purified USP30, Ub-rhodamine cleavage fluorescence. Q70CQ3
UCHL1 inh: blocks human UCHL1 ubiquitin-rhodamine cleavage; P09936; inhibition, % at 20 µM; purified UCHL1, Ub-rhodamine cleavage fluorescence; 47,000 compounds, 0.2% hits
Target sequence (P09936 whole entry, looked up): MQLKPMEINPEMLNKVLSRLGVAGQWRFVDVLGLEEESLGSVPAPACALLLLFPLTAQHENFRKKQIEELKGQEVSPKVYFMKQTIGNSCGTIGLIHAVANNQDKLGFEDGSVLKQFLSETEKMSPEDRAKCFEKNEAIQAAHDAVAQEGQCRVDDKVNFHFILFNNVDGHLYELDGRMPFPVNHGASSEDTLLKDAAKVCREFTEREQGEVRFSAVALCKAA
OTUD3 block: blocks human OTUD3 ubiquitin-rhodamine cleavage. Q5T2D3. purified OTUD3, Ub-rhodamine fluorescence, 2 h. inhibition, % at 25 µM. 47,000 compounds, 0.7% hits. AID 1645858
Target sequence (Q5T2D3 whole entry, looked up): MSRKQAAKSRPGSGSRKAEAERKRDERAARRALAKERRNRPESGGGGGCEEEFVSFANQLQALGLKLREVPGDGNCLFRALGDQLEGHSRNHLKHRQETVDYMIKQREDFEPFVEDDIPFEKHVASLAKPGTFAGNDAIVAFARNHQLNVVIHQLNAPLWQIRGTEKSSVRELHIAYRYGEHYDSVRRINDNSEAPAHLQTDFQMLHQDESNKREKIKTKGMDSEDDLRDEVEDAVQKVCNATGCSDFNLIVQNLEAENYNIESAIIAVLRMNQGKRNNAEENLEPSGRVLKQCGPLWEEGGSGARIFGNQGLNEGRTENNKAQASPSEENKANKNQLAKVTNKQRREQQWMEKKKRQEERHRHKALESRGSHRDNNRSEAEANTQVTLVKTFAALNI
* hit, by the source's call; i = inactive; / = not tested or not shown. No stated cut-off is given here; in the data, active means inhibition above about 30%; inactive means the rest. Random draw from the library. About 14% of those tested had a hit in this group.

no.	USP30 inh	USP8 inh	OTUD3 block	UCHL1 inh	USP28 block	USP7 inh	USP10 inh	USP17 block	smiles
1	4	-22	-6	-1	-8	-4	0	-12	CCN1CCN(CC(O)COCCOc2ccccc2C(C)C)CC1 (stereo not drawn)
2	3	-2	8	-1	8	3	0	6	Cc1ccccc1CC(=O)N1CCC(n2c(=O)n(C)c3cncnc32)C1 (stereo not drawn)
3	-9	-17	-1	-1	-7	0	1	-2	Cc1ccc(F)cc1S(=O)(=O)Nc1cnc(N2CCCC2)nc1
4	8	-1	7	-3	0	-88	1	16	CCc1cc(=O)oc2cc(C)cc(OCC(=O)N3CCC4(O)CCCCC4C3)c12 (stereo not drawn)
5	-24	-43	-6	-4	-15	-5	-4	-7	Cn1ncc2c1C(COCC1CC1)N(C(=O)c1ccccn1)CC2 (stereo not drawn)
6	-15	-1	-3	-1	0	-1	0	-2	Cc1ccc(NC(=O)c2ccc(Cn3cccn3)cc2)c(Br)c1
7	0	-4	0	-1	-1	2	-2	1	CN(C)S(=O)(=O)c1ccc(-c2nnc(C(=O)N3CCCCC3)o2)cc1
8	-118	-7	-6	-1	-2	-3	-2	-12	CCN1c2ccccc2-c2nc(SCC(=O)OC)ncc2S1(=O)=O
9	-14	3	-4	-4	-5	-21	-2	-10	Cc1ccccc1NC(=O)Cn1cccc1-c1nnc(C2CCC2)o1
10	20	15	9	6	16	6	1	13	O=C(Nc1nccnc1C(=O)NCc1ccc2c(c1)OCO2)c1ccccc1
11	-16	-8	-151	1	-5	2	-2	-3	COCC(=O)N1CCCC2(COCCN(CCN(C)C)C2)C1 (stereo not drawn)
12	5	-1	3	-1	11	0	-2	17	CCS(=O)(=O)N1CCN(c2ccc(NCc3ccccc3)nn2)CC1
13	-1	4	9	2	13	3	4	12	COc1ccc(OC)c(CNC(=O)CC2CCN(C(=O)c3ccccc3)CC2)c1
14	0	-183	4	2	2	9	5	-28	Cc1ccc(C(=O)N2CCC(n3cnnc3-c3ccccc3)CC2)cc1F
15	25	11	7	0	17	3	-1	24	COc1ccc(N2CCN(c3nc4c(c(=O)[nH]c(=O)n4C)n3CCSc3ncccn3)CC2)cc1
16	43*	3	11	7	7	-139	10	21	O=C(Nc1cccc(C(F)(F)F)c1)N1CCC2(CC1)Nc1ccccc1-n1cccc12
17	-10	-27	-7	-1	70*	-3	4	/	CCn1ccc2c(cc(C(=O)Nc3cc(F)ccc3F)n2C)c1=O
18	27	13	0	0	6	-1	-1	18	O=S(=O)(c1cccnc1)N1CCCn2c(nc3ccccc32)C1
19	-15	2	-11	-1	-12	-2	-4	-5	CC1(C)OC(=O)[C@@]2(C)N[C@]1(C)C[C@@H]2C(=O)Nc1ccc2c(c1)OCO2
20	8	5	2	1	0	6	-1	-7	CCn1nccc1C1CCCN1S(=O)(=O)c1ccc2c(c1)OCCO2 (stereo not drawn)
21	15	21	8	0	24	2	3	14	NS(=O)(=O)c1ccc(CCNC(=O)c2ccc3c(=O)n4c(nc3c2)CCCC4)cc1
22	-12	2	1	0	-4	0	-7	2	COc1ccccc1NC(=O)CCC(=O)N1CCSc2ccccc21
23	23	25	15	3	5	0	3	15	Cc1cccn2cc(C(=O)N3CCN(c4ccccn4)CC3)nc12
24	3	6	13	3	3	-2	-4	6	O=c1ccc(-c2nc(-c3ccc4c(c3)OCO4)no2)cn1Cc1cc(=O)n2ccccc2n1
25	-18	-5	-10	-1	-10	-1	-1	-35	Cc1ncc(CNS(=O)(=O)c2ccccc2C(F)(F)F)c(N)n1
26	8	-19	-2	-19	2	-21	-4	0	CCN1CCc2c(sc(NC(=O)CSc3ccc(F)cc3)c2C(N)=O)C1
27	9	1	15	1	10	4	1	15	CCOC(=O)N1CCN(C(=O)c2cc3c(=O)n4ccccc4nc3s2)CC1
28	-20	-2	-14	2	-7	-17	0	-1	COc1ccc(Cl)cc1NC(=O)c1nccnc1-c1nc2ccccc2s1
29	-60	-12	-4	-5	3	-1	-5	-14	Cc1c(C)n(Cc2ccco2)c2ncnc(NCC(=O)O)c12
30	29	2	13	1	6	11	3	9	C=C(C)C#CC1=C[C@H](O)[C@H]2O[C@H]2[C@@H]1O
31	-55	17	-19	-95	-18	-82	-10	8	COc1ccc(CCn2c(N)c(-c3nc4ccccc4n3C)c3nc4ccccc4nc32)cc1
32	i	-179	-215	-161	-181	-177	-8	-135	COc1ccc(/C=C2\CCc3c2nc2ccccc2c3C(=O)OCC(=O)N(C)C)cc1OC
33	-55	-13	-7	0	-4	3	-5	-15	CN1CCN(c2nc3c(s2)CN(C(=O)c2ccccc2)CC3)CC1
34	15	-2	9	0	1	7	-2	11	CC1(c2ncc(CNS(=O)(=O)c3ccccc3)cn2)CCCCO1 (stereo not drawn)
35	16	-1	-11	-1	-1	-6	1	45*	CC(=O)Nc1ccc(NC(=O)C2(c3ccc(Cl)cc3)CCC2)cc1
36	21	19	8	3	4	7	0	11	O=C(O)c1cccnc1SCC(=O)N1CCN(c2ccccn2)CC1
37	-156	61*	-42	-2	-34	-13	-2	24	COc1ccc(S(=O)(=O)N2CCN(C(=O)c3cnc4ccccc4n3)CC2)cc1OC
38	47*	20	14	6	22	7	19	57*	O=C(NCCc1ccco1)c1ccc(N2CCOc3ccccc32)s1
39	13	19	10	0	13	-4	0	11	NC(=O)C1CCN(C(=O)c2occc2COc2ccccc2)CC1
40	7	12	0	-1	-2	2	2	3	Cc1cc(C)n2cnc(C#N)c2n1

Entries above that contain an aryl methoxy group (seven):
no.	USP30 inh	USP8 inh	OTUD3 block	UCHL1 inh	USP28 block	USP7 inh	USP10 inh	USP17 block	smiles
13	-1	4	9	2	13	3	4	12	COc1ccc(OC)c(CNC(=O)CC2CCN(C(=O)c3ccccc3)CC2)c1
15	25	11	7	0	17	3	-1	24	COc1ccc(N2CCN(c3nc4c(c(=O)[nH]c(=O)n4C)n3CCSc3ncccn3)CC2)cc1
22	-12	2	1	0	-4	0	-7	2	COc1ccccc1NC(=O)CCC(=O)N1CCSc2ccccc21
28	-20	-2	-14	2	-7	-17	0	-1	COc1ccc(Cl)cc1NC(=O)c1nccnc1-c1nc2ccccc2s1
31	-55	17	-19	-95	-18	-82	-10	8	COc1ccc(CCn2c(N)c(-c3nc4ccccc4n3C)c3nc4ccccc4nc32)cc1
32	i	-179	-215	-161	-181	-177	-8	-135	COc1ccc(/C=C2\CCc3c2nc2ccccc2c3C(=O)OCC(=O)N(C)C)cc1OC
37	-156	61*	-42	-2	-34	-13	-2	24	COc1ccc(S(=O)(=O)N2CCN(C(=O)c3cnc4ccccc4n3)CC2)cc1OC

The listing picks up with the three entries that preceded the break.
no.	USP30 inh	USP8 inh	OTUD3 block	UCHL1 inh	USP28 block	USP7 inh	USP10 inh	USP17 block	smiles
38	47*	20	14	6	22	7	19	57*	O=C(NCCc1ccco1)c1ccc(N2CCOc3ccccc32)s1
39	13	19	10	0	13	-4	0	11	NC(=O)C1CCN(C(=O)c2occc2COc2ccccc2)CC1
40	7	12	0	-1	-2	2	2	3	Cc1cc(C)n2cnc(C#N)c2n1
41	-16	26	-14	-1	-18	-1	-2	-25	O=C1CCCN1Cc1ncn2c1CN(C(=O)c1ccc(F)cc1)CCC2
42	-21	-58	-11	-3	-9	0	-1	-14	CNc1cc(C2CCCN2C(=O)c2cc3c([nH]c2=O)CCC3)ccn1 (stereo not drawn)
43	30	19	10	3	40*	3	3	56*	Cc1cc(C)c2cc3c(nc2c1)OC(=O)N(Cc1ccco1)C3
44	42*	0	-6	-5	3	0	-5	13	COc1ccnc2c1c(=O)n(CC(=O)NCc1ccccc1Cl)c(=O)n2C
45	-5	2	-2	0	2	-1	1	3	Cc1ccc(NC(=O)CSc2ncnc3c2sc2nc(CC(C)C)c4c(c23)CCC4)cc1
46	-241	-11	-48	-32	-46	-31	-6	-51	Cc1ccc2c(c1)N(CCCC(=O)Nc1ccccc1C(F)(F)F)C(=O)CO2
47	48*	4	9	2	10	-5	7	13	COc1ccccc1CN(C(=O)c1ccco1)C(C(=O)NC1CCCC1)c1ccc(Cl)cc1 (stereo not drawn)
48	11	20	8	8	55*	7	6	4	Cc1ccc(C(=O)Nc2ccc3c(c2)C(=O)N(C)c2ccccc2O3)cc1C
49	-9	0	-9	-3	-11	-1	-1	-6	COc1ccc(CN2C(=O)c3ccccc3C2OC)cc1 (stereo not drawn)
50	-8	5	9	0	0	0	0	1	CNC(=O)c1c2n(c3ncccc13)CC(C)N(C(=O)c1ccc(Cl)cc1)C2 (stereo not drawn)
51	28	16	17	0	38*	-153	6	18	Brc1ccc(Sc2cnns2)cc1
52	-13	-10	-2	0	-4	3	1	9	CC1(C)Cc2cccc(C(=O)Nc3ccc(-c4csnn4)cc3)c2O1
53	14	12	7	5	5	5	1	1	Cc1nn(-c2ccccc2)c2c1C(c1ccco1)c1c(ncn3nc(CO/N=C/c4ccccc4)nc13)O2 (stereo not drawn)
54	1	15	6	1	15	2	-4	2	Cn1ccc2ccn(Cc3nc(-c4ccccn4)no3)c(=O)c21
55	10	13	-2	2	0	6	4	-1	CS(=O)(=O)c1ccc2nc(N(Cc3ccccc3)C(=O)c3ccc4ncsc4c3)sc2c1
56	2	-115	3	0	4	-5	-4	-23	O=C(c1nccc2ccccc12)N1CCCC(c2ccc3cn[nH]c3n2)C1 (stereo not drawn)
57	5	11	8	3	8	-40	0	10	Cn1ncc2c(NCc3ccc(F)cc3)nc(N3CCOCC3)nc21
58	/	-7	-2	-4	/	-12	-2	-8	Cc1noc(-c2ccc(S(=O)(=O)NC3CCCCC3)o2)c1C
59	12	1	6	2	10	1	-2	-3	Fc1ccc(-c2[nH]ncc2CN2CCN(c3ccccn3)CC2)cc1
60	-108	5	-41	-42	-5	-42	-4	-40	O=C(Nc1nc2c(s1)CN(Cc1ccccc1)CC2)c1cccc(-n2cnnn2)c1
61	-19	8	1	-8	13	-28	25	35*	Cc1ccc(Cn2c(C(=O)O)c(CNCc3ccco3)c3ccccc32)cc1
62	-322	-4	-78	-9	-35	-62	-7	-70	O=C(NCCc1ccncc1)c1cc(-c2ccn(CC3CC3)n2)n2ccccc12
63	16	12	7	2	4	7	0	11	COc1ccc(Cl)cc1Nc1cc(C)c2ccccc2n1
64	0	-9	2	0	-2	-8	0	-12	O=C(NCCc1ccccc1)c1nc(N2CCOCC2)c2ccccc2n1
65	19	-34	16	1	2	4	0	8	O=C(C1CN(Cc2cccnc2)Cc2ccnn2C1)N1CCOCC1 (stereo not drawn)
66	-1	-1	9	1	2	4	-1	-6	Cc1nc(-c2ncc[nH]2)cc(C2CCCCN2Cc2ccccn2)n1 (stereo not drawn)
67	i	-169	-203	-22	-225	-21	-4	-192	Cc1ccc(C(=O)N2CCCC3(C2)Nc2cccnc2NC3=NC2CCCC2)s1 (stereo not drawn)
68	-13	-1	-2	0	-1	3	-1	-7	CNc1nc(C2CCN(C)CC2)nc2c1CN(C(=O)COC)CC2
69	12	8	12	8	19	-11	2	23	O=C(c1noc2c1CCCC2)N1CCN(c2cccc(Cl)c2)CC1
70	25	-7	5	-2	8	4	3	7	CC(=O)NC[C@H]1C[C@]2(C)[C@@H](CCCC[C@]2(C)O)N1C(=O)c1ccn(C)n1
71	6	0	-6	-7	5	0	1	6	CCOC(=O)c1ccc(-n2cc(C(=O)c3cccs3)nn2)cc1
72	22	0	7	5	17	-14	6	1	CCCCC(=O)N1CCN(c2nc3ccccc3n(Cc3ccccc3)c2=O)CC1
73	-169	-21	-17	-5	0	-20	-5	-16	O=C(c1cn(-c2cc(Nc3ccccc3)ncn2)cn1)N1CCCCC1
74	-8	11	0	1	-3	4	3	4	COc1ccc(C(=O)N[C@H]2C[C@@H](c3nc(-c4cccnc4)no3)N(C)C2)cc1
75	26	9	18	3	21	3	-1	32*	COc1ccc(C(=O)Nc2ccc(-c3nc4ncccc4o3)cc2)cc1Br
76	-62	-9	-15	-3	-8	1	-2	-27	CCc1ccccc1NC(=O)CN1C(=O)CSc2ncccc21
77	7	-142	1	-2	-2	1	0	-17	Cc1nc(NC(=O)c2ccc(N3CCOCC3)nn2)sc1C
78	-22	-9	-11	-9	-6	-6	-1	-3	O=C(Cn1cc(S(=O)(=O)c2ccc(F)cc2)c2ccccc21)N1CCCC1
79	-257	-17	-64	-20	-46	-24	-6	-63	Cc1nc(Nc2ccccn2)cc(C2CCCN2C2CCOCC2)n1 (stereo not drawn)
80	-13	-5	-8	-3	-3	-46	0	-15	Cc1cccc(NC(=O)c2cccn2Cc2noc(C3CC3)n2)c1C
81	-84	1	-14	3	-3	11	-3	-6	Cc1cccc(-c2cc(C(=O)N3CCCc4ccccc43)c3ccccc3n2)c1
82	9	-3	1	5	-1	0	-3	-1	COc1cccc(N2CCN(c3ccc4nnc(CCC(=O)NC5CCCCC5)n4n3)CC2)c1
83	-1	0	0	0	-4	0	-1	-30	CCN1C(=O)[C@H]2CN(c3ncccn3)C[C@H]2C12CCN(C(=O)NCC(C)C)CC2
84	-7	6	-2	8	3	-149	0	5	CC1(C)c2[nH]c3ccccc3c2C[C@@H]2C(=O)N(CCc3ccccc3)CC(=O)N21
85	-9	-4	-1	1	6	-4	2	-1	Cc1ccc(Cn2cc(-c3noc(-c4ccco4)n3)nn2)cc1
